Bioassay records from PubChem BioAssay.
Large T inhibition: SV40 large T antigen inhibitors, biochemical (AID 1903) | SV40 large T antigen ATPase/helicase inhibition assay; higher % means a stronger effect | 0.39% of 310,000 active | inhibition, % at 20 µM; hits with a dose series show IC50 in µM; in the data active means a potency from the dose series; inconclusive means inhibition mostly from about 32% at the one dose, without a potency; inactive means the rest, 99 in 100 with inhibition below about 32%; further: strong numbers were not always called active
HEK293 NOD2/NF-kB: NOD2 signaling inhibitors, cell-based, luminescence, uHTS, HEK293 (AID 1566). HEK293 NOD2/NF-kB luciferase reporter, luminescence; higher % means a stronger effect. one-dose inhibition, % at 4 µM; EC50 in µM for titrated hits. 0.63% of 290,000 active; further: many of its hits are not listed in these tables
MgcRacGAP inhibition: MgcRacGAP GTPase-activating activity inhibitors, confirmation, biochemical, ADP Hunter fluorescence | Rac GTPase-activating protein 1 (Homo sapiens) | MgcRacGAP-stimulated Rac1 GTP hydrolysis, ADP Hunter fluorescence; higher % means a stronger effect; GST-tagged Rac1 F28L mutant substrate | one-dose inhibition, % at 30 µM; IC50 in µM for titrated hits | 0.6% of 340,000 active | AID 624330, 2012;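 active means first-screen hits whose inhibition reached a set limit at any dose in the follow-up dose series; inconclusive means inhibition above the set first-screen limit but never retested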;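 further: fluorescence reports GDP produced by GAP-driven GTP hydrolysis; strong numbers were not always called active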
KOR beta-arrestin-1: KOR agonists, beta-arrestin recruitment, primary screen, cell-based, luminescence, uHTS (AID 1777) | Kappa-type opioid receptor (Homo sapiens) | KOR beta-arrestin recruitment, luminescence; higher % means a stronger effect | activation, % at 10 µM, or EC50 in µM where a hit was titrated | 0.02% of 280,000 active; in the data active means activation above about 50%, passing the limit was not always enough; further: a part of the inactive calls stands beside numbers as strong as those of hits
KOR beta-arrestin-2: KOR antagonists, beta-arrestin recruitment, cell-based, luminescence, uHTS (AID 1778) | one-dose inhibition, % at 10 µM; IC50 in µM for titrated hits | Kappa-type opioid receptor (Homo sapiens) | 0.091% of 290,000 active | KOR beta-arrestin recruitment, luminescence, antagonist mode; higher % means a stronger effect; further: strong numbers were not always called active
HIV peptide binding: inhibitors of HIV fusion peptide binding, primary screen, biochemical, uHTS, fluorescence dequenching (AID 1986). one-dose inhibition, % at 20 µM; IC50 in µM for titrated hits. 0.3% of 290,000 active. cell-free peptide binding, fluorescence dequenching, 30 min; higher % means a stronger effect; in the data active means inhibition mostly above about 52%, no sharp cut-off; inactive means mostly below about 76%; further: some results filed as inactive read as strong as hits
GPR55 LPI antagonism: GPR55 antagonists blocking LPI-driven arrestin recruitment, primary screen, imaging, U2OS, beta-arrestin-GFP, LPI agonist (AID 2013). inhibition, % at 10 µM, or IC50 in µM where a hit was titrated. 0.13% of 290,000 active. G-protein coupled receptor 55 (Homo sapiens). U2OS GPR55 beta-arrestin-GFP translocation imaging, LPI antagonism; higher % means a stronger effect;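 active means spots per cell inhibited over 60%, with over 100 cells counted and total cytoplasm intensity under 500,000; inconclusive means wells with under 100 cells, flagged as likely toxic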;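 further: U2OS cells stably carrying GPR55 and arrestin-GFP stimulated by 5 µM LPI near EC80; imaged beta-arrestin-GFP aggregate spots per cell after agonist stimulation; plate controls were LPI-stimulated DMSO wells for no effect and DMSO wells without LPI for full effect; some results filed as inactive read as strong as hits; confirmed hits need IC50 under 10 µM and bright autofluorescent wells are also inconclusive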
NOD1 NF-kB reporter: NOD1 signaling inhibitors, primary screen, cell-based, luminescence, uHTS (AID 1578) | NOD1-driven NF-kB luciferase reporter cells, luminescence; higher % means a stronger effect | one-dose inhibition, % at 4 µM; EC50 in µM for titrated hits | 1% of 290,000 active; in the data active means inhibition mostly above about 36%, no sharp cut-off; inactive means mostly below about 34%;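 further: HEK-293T reporter cells stimulated with the NOD1 agonist gamma-tri-DAP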
GPR55 activation: GPR55 agonists via beta-arrestin recruitment, primary screen, imaging, U2OS cells, beta-arrestin-GFP redistribution (AID 1961) | 0.048% of 290,000 active | U2OS GPR55 beta-arrestin-GFP redistribution imaging; higher % means a stronger effect | G-protein coupled receptor 55 (Homo sapiens) | activation, % at 10 µM, or EC50 in µM where a hit was titrated;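 active means activation above 40% with more than 50 cells counted in the well; inconclusive means wells holding fewer than 50 cells, flagged as toxic or sparse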;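 further: U2OS osteosarcoma cells stably expressing GPR55 and beta-arrestin-GFP; plate controls were DMSO negative control for no effect and LPI positive control for full effect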
Active calls of the source: *; u = inconclusive; x = not tested or not shown; [ ] = another dose, or the depositor's remark. Unless noted, no stated cut-off is given here; in the data, active means inhibition above about 50%; inactive means the rest.

SMILES	Large T inhibition	HEK293 NOD2/NF-kB	MgcRacGAP inhibition	KOR beta-arrestin-1	KOR beta-arrestin-2	HIV peptide binding	GPR55 LPI antagonism	NOD1 NF-kB reporter	GPR55 activation
CCC(C)(C)NC(=O)Cn1c(-c2ccc(C)cc2)noc1=O	8%	5%	7%	-0.3%	21%	0.4%	7%	-12%	-1.9%
COc1ccc(CNc2nn[nH]n2)cc1OC	12%	4%	5%	-2.2%	-22%	-0.4%	-5%	6%	-0.2%
CSC1=C(C#N)C(c2ccccc2)C(C(C)=O)=C(C)N1 (configuration not stated)	-14%	18%	10%	x	-1%[20 µM]	0.7%	10%	-22%	-0.1%
Cn1c(C(=O)N2CCN(c3ccccn3)CC2)cc2ccccc21	11%	7%	7%	-3.2%	-4%	-0.8%	11%	-31%	-0.1%
CN1C(=CC=C2C=C(I)C(=O)C(I)=C2)C(C)(C)c2ccccc21	9%	-4%	3%	-9.8%	68%*	136%	-3%	3%	-0.1%
CSc1nnc(C)c(=O)n1COC(=O)/C=C/c1ccccc1	9%	12%	3%	-1.8%	29%	1.1%	0%	-16%	-0.6%
COc1ccc(CCNC(=O)CCCCCn2c(SCC(N)=O)nc3cc4c(cc3c2=O)OCO4)cc1OC	1%	15%	13%	-1.2%	3%	-0.6%	12%	-22%	-0.2%
CCS(=O)(=O)N1CCN(C2CCC(c3ccccc3)CC2)CC1 (configuration not stated)	6%	5%	17%	0.7%	11%	-1.0%	15%	18%	-0.2%
O=S(=O)([O-])C/C(=C\c1ccc(Cl)cc1)c1cc[n+](CCO)cc1	16%	0%	2%	3.3%	-9%	-0.5%	1%	-13%	0.5%
Cc1cccc(-n2c(N)cc(=O)nc2SCC(=O)Nc2nnc(C)s2)c1	2%	4%	5%	1.8%	-22%	2.2%	14%	9%	-0.1%
Cc1cccc(NC(=S)NC2CC3CCCC(C2)N3Cc2cccs2)c1C (configuration not stated)	2%	-5%	4%	5.4%	30%	-0.6%	30%	1%	0.2%
CC(C)(O)C(=O)N=Nc1c(O)[nH]c2ccccc12	0%	-38%	12%	x	-20%[20 µM]	-0.3%	-10%	-18%	-0.1%
Cc1cc(NC(=O)Nc2cc(F)ccc2F)no1	5%	2%	0%	3.1%	-10%	-0.4%	2%	-9%	0.0%
CCOc1ccc(-c2nnn(CCC#N)n2)cc1OC	4%	-13%	8%	-0.5%	-42%[20 µM]	0.4%	-10%	-34%	0.0%
Nc1nncn1C(=O)c1cccs1	-1%	-6%	1%	-2.2%	-9%	3.1%	7%	-27%	1.2%
Cc1ccc(O)c(NC(=O)COc2cc(C)ccc2C)c1	2%	-1%	3%	-0.3%	1%	-0.7%	-2%	-26%	-0.1%
Cc1ccccc1Nc1nc(-c2cccnc2)nc2ccccc12	12%	0%	13%	1.6%	-14%	1.9%	0%	-19%	-0.1%
Cc1cc(=O)oc2c(C)c(OCC(=O)N3CCC(C(=O)O)CC3)ccc12	-1%	-12%	2%	-3.2%	-7%[20 µM]	0.9%	9%	-25%	-0.2%
O=C(O)CCCn1c(=O)c2cccn2c2ccc(F)cc21	8%	8%	13%	-4.4%	-1%	1.1%	2%	-5%	0.0%
CCN1C(=NCCc2cccnc2)N[C@@H](c2ccccc2)C(C(=O)OC)=C1C	6%	-9%	4%	-2.1%	-3%[20 µM]	2.7%	-18%	-1%	0.2%
CC(C)(C)NC(=S)Nc1ccc(Br)cc1	1%	-10%	9%	4.0%	-25%	-1.1%	7%	-10%	-0.1%
O=Cc1cn(-c2ccccc2)nc1-c1cccnc1	7%	0%	6%	-1.6%	1%	1.9%	-10%	-35%	0.2%
Cc1cc(C)nc(NC(=O)/C=C/c2ccccc2Cl)n1	0%	-20%	6%	-2.5%	2%	-3.6%	-8%	-20%	0.1%
CC(=O)NCCC(=O)N(C)CC1CCN(CCc2cccc(C(F)(F)F)c2)CC1	3%	9%	2%	0.7%	-49%[20 µM]	1.2%	3%	5%	-0.1%

Part of the list above in order of formula weight, low to high.
SMILES	Large T inhibition	HEK293 NOD2/NF-kB	MgcRacGAP inhibition	KOR beta-arrestin-1	KOR beta-arrestin-2	HIV peptide binding	GPR55 LPI antagonism	NOD1 NF-kB reporter	GPR55 activation
Nc1nncn1C(=O)c1cccs1	-1%	-6%	1%	-2.2%	-9%	3.1%	7%	-27%	1.2%
CC(C)(O)C(=O)N=Nc1c(O)[nH]c2ccccc12	0%	-38%	12%	x	-20%[20 µM]	-0.3%	-10%	-18%	-0.1%
O=Cc1cn(-c2ccccc2)nc1-c1cccnc1	7%	0%	6%	-1.6%	1%	1.9%	-10%	-35%	0.2%
Cc1cc(NC(=O)Nc2cc(F)ccc2F)no1	5%	2%	0%	3.1%	-10%	-0.4%	2%	-9%	0.0%
Cc1ccc(O)c(NC(=O)COc2cc(C)ccc2C)c1	2%	-1%	3%	-0.3%	1%	-0.7%	-2%	-26%	-0.1%
CC(C)(C)NC(=S)Nc1ccc(Br)cc1	1%	-10%	9%	4.0%	-25%	-1.1%	7%	-10%	-0.1%
Cc1cc(C)nc(NC(=O)/C=C/c2ccccc2Cl)n1	0%	-20%	6%	-2.5%	2%	-3.6%	-8%	-20%	0.1%
Cc1ccccc1Nc1nc(-c2cccnc2)nc2ccccc12	12%	0%	13%	1.6%	-14%	1.9%	0%	-19%	-0.1%
O=S(=O)([O-])C/C(=C\c1ccc(Cl)cc1)c1cc[n+](CCO)cc1	16%	0%	2%	3.3%	-9%	-0.5%	1%	-13%	0.5%
Cc1cc(=O)oc2c(C)c(OCC(=O)N3CCC(C(=O)O)CC3)ccc12	-1%	-12%	2%	-3.2%	-7%[20 µM]	0.9%	9%	-25%	-0.2%
CCN1C(=NCCc2cccnc2)N[C@@H](c2ccccc2)C(C(=O)OC)=C1C	6%	-9%	4%	-2.1%	-3%[20 µM]	2.7%	-18%	-1%	0.2%
Cc1cccc(-n2c(N)cc(=O)nc2SCC(=O)Nc2nnc(C)s2)c1	2%	4%	5%	1.8%	-22%	2.2%	14%	9%	-0.1%
Cc1cccc(NC(=S)NC2CC3CCCC(C2)N3Cc2cccs2)c1C (configuration not stated)	2%	-5%	4%	5.4%	30%	-0.6%	30%	1%	0.2%

Remaining list, next part:
SMILES	Large T inhibition	HEK293 NOD2/NF-kB	MgcRacGAP inhibition	KOR beta-arrestin-1	KOR beta-arrestin-2	HIV peptide binding	GPR55 LPI antagonism	NOD1 NF-kB reporter	GPR55 activation
CCCCOC(=O)c1ccc(NC(=S)NC(=O)c2c(Cl)cnn2C)cc1	8%	7%	7%	3.6%	-31%	-1.0%	-17%	18%	0.3%
O=C(c1ccccc1)c1cnc(Nc2ccccc2Cl)s1	-3%	-159%	8%	-1.1%	-38%	-0.7%	5%	-21%	-0.1%
Cc1n[nH]c(=S)c2nn(-c3ccccc3F)c(C)c12	-3%	-5%	9%	-2.8%	14%	-0.1%	-4%	-10%	0.0%
OCC1(Cc2ccccc2)CCN(Cc2cnc(-c3cccc4ccccc34)nc2)CC1	9%	-12%	2%	-1.4%	12%[20 µM]	0.3%	3%	-20%	0.0%
CC1CN(C(=O)COC(=O)c2ccc(N)c([N+](=O)[O-])c2)CC(C)O1 (configuration not stated)	22%	14%	8%	-4.0%	-43%	-1.7%	7%	-8%	-0.3%
COc1ccc2cc(C(C)C(=O)N3CCC(C)CC3)ccc2c1 (configuration not stated)	1%	5%	5%	-2.2%	-11%	-1.4%	3%	-14%	0.0%
Cc1cccc(NC(=O)[C@@H](NC(=O)[C@@H]2Cc3ccccc3CN2)C(C)C)c1	0%	-22%	-7%	-1.7%	5%	-1.8%	4%	-2%	-0.2%
CCCC(C)NC(=O)c1ccc2[nH]c3c(c2c1)CC(C)CC3 (configuration not stated)	0%	-45%	11%	6.6%	-52%	1.2%	2%	-9%	0.2%
Cc1ccc(CN(C)C(=O)CCc2nc3sc4c(c3c(=O)[nH]2)CCCC4)o1	13%	-17%	8%	-0.6%	10%	6.3%	14%	-33%	-0.1%
O=C(OCc1nc2ccccc2c(=O)[nH]1)c1cccs1	3%	4%	7%	-5.6%	12%	3.5%	5%	-10%	-0.3%
CC1(C)Oc2ccc3ccc(=O)oc3c2CC1O (configuration not stated)	7%	-4%	3%	0.1%	17%[20 µM]	0.3%	4%	-18%	0.3%
N#CC1=C(N)NC(SCc2ccc(F)cc2)=C(C#N)C12CCCCC2	9%	-22%	0%	2.5%	-17%	-0.7%	10%	-16%	-0.2%
COc1cc(/C=N/NC(=O)c2ccccc2O)ccc1OC(=O)CC1SC(=O)NC1=O (configuration not stated)	35µM*	-30%	u	x	-16%	15%	-2%	-7%	0.2%
O=C(/C=C/c1ccc(Cl)cc1)N1CCN(c2ncccn2)CC1	28%	9%	x	-3.7%	-44%	-1.8%	-5%	-21%	-0.1%
O=C(N/N=C/c1ccc[nH]1)c1ccc([N+](=O)[O-])cc1	18%	-3%	13%	2.4%	8%	-1.1%	19%	-25%	-0.2%
CCOc1ccc(S(=O)(=O)NC(C)C(=O)NC2CCCC2)cc1 (configuration not stated)	22%	4%	0%	-2.5%	21%	-0.3%	4%	-15%	-0.1%
CCCNC(=O)COC(=O)c1cc(-c2ccc(OC)cc2)nc2ccccc12	4%	4%	5%	-3.1%	-14%	0.5%	-7%	-43%	-0.2%
COc1ccc(CCNC(=O)Cn2c(=O)n(CCCC(=O)NCc3ccco3)c(=O)c3sccc32)cc1OC	12%	13%	-3%	-3.9%	-20%	-1.6%	-8%	-23%	0.2%
N#Cc1ccc(S(=O)(=O)NC2CCCCNC2=O)cc1 (configuration not stated)	7%	4%	6%	-1.3%	11%	0.8%	3%	2%	-0.1%
c1ccc(OCCOc2ncnc3ccccc23)cc1	-1%	-40%	6%	3.2%	-18%	3.7%	-12%	-92%	0.6%
O=C(CSc1ccc2nnc(-c3ccncc3)n2n1)Nc1nccs1	2%	-16%	12%	1.8%	14%	-0.2%	0%	-33%	0.0%
CC(C)CNC(=O)COc1ccc2c3c(c(=O)oc2c1)CCC3	16%	-12%	10%	4.6%	-34%	-1.6%	4%	-37%	0.0%

The list is partial, so the mix of outcomes need not match the whole.
